Source: PubChem (several laboratories)
PHOSPHO1 inh = blocks human PHOSPHO1 phosphatase activity; AID 1565; recombinant PHOSPHO1, absorbance phosphatase assay; inhibition, % at 13.3 µM; Q8TCT1; 1.1% of 290,000 active; in the data active = inhibition above about 60%
p-CIP stab down = compounds decreasing mouse p/CIP protein stability; decrease of EGFP signal, % at 10 µM; 0.01% of 290,000 active; Q05BA5; AID 1984; F442A p/CIP-EGFP cells, EGFP fluorescence, 16 h;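 active = EGFP signal decrease of at least 30% at 10 µM or well 3 SD below plate mean, unless failing retest; inactive = the rest, including hits failing retest or dose response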; also: some compounds called inactive have numbers as strong as hits; many of its hits are not listed in these tables
NS3 helicase inh = HCV NS3 helicase inhibition; NS3 helicase DNA unwinding, Cy5 molecular beacon fluorescence; inhibition, % at 10.9 µM; 0.56% of 290,000 active;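 active = inhibition above the mean of all tested compounds plus 3 SD, set per campaign, cut at about 35% in these data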;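 also: 0% = DMSO wells and 100% = thioflavine S control wells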
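Measured by: Cy5 fluorescence, 0 and 60 min reads / Assay system: NS3 helicase fragment of HCV / Control set: low DMSO, high thioflavine S at 110 µM / Times: 1 h reaction at 25 °C, ATP-initiated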
VIM-2 inhibitor = inhibitors of Pseudomonas aeruginosa VIM-2 metallo-beta-lactamase; 0.89% of 290,000 active; purified VIM-2, nitrocefin hydrolysis, epi-absorbance fluorescence; inhibition, % at 5.6 µM;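 active = inhibition above the mean of all tested compounds plus 3 SD, cutoff set per screening run, cut at about 7.5% in these data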;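 also: red hydrolysis product quenches plate fluorescence so inhibitors raise well fluorescence; 0% = enzyme with DMSO and 100% = DMSO without enzyme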
IMP-1 inh = inhibitors of Pseudomonas aeruginosa IMP-1 metallo-beta-lactamase | purified IMP-1, nitrocefin hydrolysis, epi-absorbance fluorescence | inhibition, % at 5.6 µM | 0.45% of 290,000 active;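 active = inhibition above the mean plus 3 SD of all compounds in the same screening run, cut at about 4.5% in these data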;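 also: 0% = IMP-1 with DMSO and 100% = DMSO wells lacking enzyme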
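System – purified recombinant IMP-1 beta-lactamase · Input – IMP-1 dispensed at 0.2 nM · Timing – 15 min preincubation plus 25 min reaction at 25 °C · Signal – Epi-absorbance fluorescence, 480 nm excitation, 530 nm emission · Measure – percent IMP-1 inhibition derived from blank-referenced optical density · Controls – Enzyme-plus-DMSO low control, enzyme-free DMSO high control · Replication – singlicate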
DNA FID counter = counter-screen for HCV NS3 helicase inhibitors: DNA intercalator displacement; inhibition, % at 7.9 µM; 0.17% of 290,000 active; DNA fluorescent intercalator displacement, fluorescence; in the data active = inhibition above about 37%;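 also: 0% = vehicle and 100% = reference compound; higher means more ethidium bromide displaced from hairpin DNA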
MEKK3 PB1 HTS = modulators (inhibitors or enhancers) of MEK5 binding to human MEKK3 PB1 domain; bead-based flow cytometry, Alexa488-MEK5 binding to MEKK3; actives lie on both sides; 0 = blocked by unlabeled MEK5, 100 = vehicle; 1.4% of 290,000 active; binding response (% of control), % at 10 µM;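 active = binding response more than 3 SD above or below the average of its plate-row segment, actives on both sides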;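 also: Alexa488 bead fluorescence after subtracting the streptavidin-only scavenger bead signal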
IDE act = boosts human insulin-degrading enzyme activity in HEK cells; FAbeta-B cleavage, fluorescence polarization; 0% vehicle, 100% cell-free pure enzyme wells; 0.073% of 340,000 active; P14735; activation, % at 5.96 µM;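 active = activation above the mean of all tested compounds plus 3 SD, set per screening campaign, cut at about 17% in these data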
Target sequence (P14735 whole entry, looked up): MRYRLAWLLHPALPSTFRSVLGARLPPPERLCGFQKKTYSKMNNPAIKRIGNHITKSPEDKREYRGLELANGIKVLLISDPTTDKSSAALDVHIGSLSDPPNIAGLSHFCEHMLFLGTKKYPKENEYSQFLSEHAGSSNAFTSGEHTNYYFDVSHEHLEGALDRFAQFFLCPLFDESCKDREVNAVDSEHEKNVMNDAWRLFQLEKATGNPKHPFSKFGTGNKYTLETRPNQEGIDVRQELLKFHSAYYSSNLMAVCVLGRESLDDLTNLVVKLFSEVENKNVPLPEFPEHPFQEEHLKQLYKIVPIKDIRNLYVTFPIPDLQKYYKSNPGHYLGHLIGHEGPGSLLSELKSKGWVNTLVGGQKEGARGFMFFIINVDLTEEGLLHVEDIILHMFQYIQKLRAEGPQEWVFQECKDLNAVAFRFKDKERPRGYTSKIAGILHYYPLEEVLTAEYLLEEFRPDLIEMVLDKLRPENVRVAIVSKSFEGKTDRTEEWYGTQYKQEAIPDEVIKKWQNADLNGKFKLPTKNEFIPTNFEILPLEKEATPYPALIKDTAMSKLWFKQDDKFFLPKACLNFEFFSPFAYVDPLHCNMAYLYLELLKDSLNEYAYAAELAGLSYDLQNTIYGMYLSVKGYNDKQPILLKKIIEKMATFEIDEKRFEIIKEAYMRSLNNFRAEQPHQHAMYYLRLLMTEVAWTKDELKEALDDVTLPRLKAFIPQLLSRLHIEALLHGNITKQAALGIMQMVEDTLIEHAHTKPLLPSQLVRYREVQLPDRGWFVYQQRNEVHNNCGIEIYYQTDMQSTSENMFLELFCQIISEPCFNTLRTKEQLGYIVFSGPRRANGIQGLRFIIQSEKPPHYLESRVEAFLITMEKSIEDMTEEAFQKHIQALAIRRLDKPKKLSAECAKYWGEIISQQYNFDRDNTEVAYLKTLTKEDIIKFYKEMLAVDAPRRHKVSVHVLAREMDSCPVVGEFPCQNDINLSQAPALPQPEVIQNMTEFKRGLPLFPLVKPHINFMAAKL
SUMO HTRF inh = SUMOylation inhibition; P63279; HTRF SUMOylation assay, SAE1/SAE2 + UBC9, in vitro; inhibition, % at 35 µM; 0.36% of 290,000 active; AID 2006; in the data active = inhibition above about 50%, passing the limit was not always enough; also: strong numbers were not always called active
Starred values were filed as active, the others as inactive; nt = no result given; [ ] = dose if it differs, or a comment. An excerpt, so the mix of outcomes need not match the whole.

Start of the listing, in advance, 6 compounds:
SMILES	PHOSPHO1 inh	p-CIP stab down	NS3 helicase inh	VIM-2 inhibitor	IMP-1 inh	DNA FID counter	MEKK3 PB1 HTS	IDE act	SUMO HTRF inh
O=C(Nc1ccccc1C(=O)NCC1CCCO1)c1ccco1 (stereo unspecified)	12	-22	0	0.0	-4.5	-6	101	1	14
O=C(O)c1ccc(NS(=O)(=O)c2ccc(C(=O)Nc3ccccc3)cc2)cc1	10	-4	11	-2.6	-3.6	-16	104	0	-3
CC1=CC(=C(C#N)C#N)C=C(C)N1Cc1ccc(Cl)cc1	5	7	-7	-4.1	-3.5	-2	99	-3	7
O=C(COc1ccc2c(c1)oc(=O)c1ccccc12)NC(Cc1ccc(Cl)cc1)C(=O)O (stereo unspecified)	23	6	-13	-0.6	-4.1	2	105	0	15
COC(=O)C1=CN(C)C=C(C(=O)OC)C1c1ccc(O)c(OC)c1	5	1	-3	1.1	1.0	-20	104	-3	-26
Cc1ccc(/C=N/NC(=O)Cc2cccn2C)s1	-2	-17	8	-2.4	-2.2	-12	85	2	-10

This part in full, from the first entry:
SMILES	PHOSPHO1 inh	p-CIP stab down	NS3 helicase inh	VIM-2 inhibitor	IMP-1 inh	DNA FID counter	MEKK3 PB1 HTS	IDE act	SUMO HTRF inh
O=C(Nc1ccccc1C(=O)NCC1CCCO1)c1ccco1 (stereo unspecified)	12	-22	0	0.0	-4.5	-6	101	1	14
O=C(O)c1ccc(NS(=O)(=O)c2ccc(C(=O)Nc3ccccc3)cc2)cc1	10	-4	11	-2.6	-3.6	-16	104	0	-3
CC1=CC(=C(C#N)C#N)C=C(C)N1Cc1ccc(Cl)cc1	5	7	-7	-4.1	-3.5	-2	99	-3	7
O=C(COc1ccc2c(c1)oc(=O)c1ccccc12)NC(Cc1ccc(Cl)cc1)C(=O)O (stereo unspecified)	23	6	-13	-0.6	-4.1	2	105	0	15
COC(=O)C1=CN(C)C=C(C(=O)OC)C1c1ccc(O)c(OC)c1	5	1	-3	1.1	1.0	-20	104	-3	-26
Cc1ccc(/C=N/NC(=O)Cc2cccn2C)s1	-2	-17	8	-2.4	-2.2	-12	85	2	-10
O=C(NNC(=S)Nc1ccc(Br)cc1Cl)c1ccncc1	-4	0	13	0.6	-1.5	-7	103	7	-3
Cc1c(Cl)cccc1NC(=O)CCNC(=O)N1CC(=O)Nc2ccccc21	8	-23	1	0.9	-0.7	-16	99	7	-1
CC(=O)NC1C(=O)N=C(SCC(=O)NC2CCCCC2)NC1=O (stereo unspecified)	46	-8	-3	0.0	-1.4	-1	83	-2	7
COC(=O)c1ccccc1NC(=O)c1cc([N+](=O)[O-])nn1Cc1ccccc1	-5	1	3	-2.4	-1.2	-15	97	6	-10
Cc1cccc(OCC(=O)NC(=S)NNC(=O)c2ccncc2)c1	8	-10	19	-2.7	-0.8	5	102	-6	11
CCOc1ccc2nc(NC(=O)c3cnc(C)cn3)sc2c1	44	-6	-4	-3.5	-5.3	-3	88	-2	5
CCOC(=O)c1cn[nH]c1N	17	-6	8	-3.2	-0.1	-2	102	6	4
O=C1CC(N2CCN(c3ccccc3)CC2)C(=O)N1c1cccc(Br)c1 (stereo unspecified)	nt	-12	2	0.7	-1.6	-23	103	2	2
Oc1ccc(C=Nc2cccc3ccccc23)c(O)c1	30	-16	3	0.3	0.5	-6	100	-6	70
CCOC(=O)CNC(=O)c1ccc2[nH]c3ccccc3c2c1	10	2	3	-4.2	-3.5	-6	99	3	8
Cc1cccc(C)c1NC(=S)N(CCCN1CCCCC1)Cc1ccco1	-3	-8	0	-1.1	-3.0	4	103	2	14
COc1cc(/C=C(\C#N)c2ccccn2)ccc1OCC(=O)Nc1ccc(Br)cc1	5	-1	6	-2.7	-1.4	-4	93	2	20
Cc1ccc(Cl)cc1NC(=O)CN1CCN(S(=O)(=O)N2CCC(C)CC2)CC1	18	6	-4	-0.2	-5.5	-43	100	1	-2
COc1ccccc1C(CC(=O)O)NS(=O)(=O)c1ccc2c(c1)N(C(C)=O)CC(C)O2 (stereo unspecified)	38	-17	-6	-0.9	-0.3	-18	98	-2	2
O=C(O)c1nccnc1C(=O)Nc1ccccc1-c1ccccc1	-6	4	0	0.2	-2.4	-2	101	5	8
COC(=O)C(C)Sc1ccc2nnc(-c3ccccc3)n2n1 (stereo unspecified)	-14	-10	0	6.1	-2.2	-18	111	2	16
COc1ccc(C(=O)NNC(=O)c2ccc(S(=O)(=O)N3CC(C)OC(C)C3)cc2)cc1 (stereo unspecified)	42	7	-7	-0.4	0.1	-5	104	-5	16
COc1ccc(OC)c(NC(=O)CSCC(=O)O)c1	-4	-13	-8	-2.9	-2.4	-3	94	5	20
COC(=O)CCC(=O)OC1(C)C(=O)C2=CN(C(CO)CO)C(c3ccc(OC)cc3)=CC2=C(Br)C1=O (stereo unspecified)	9	-4	nt	nt	nt	nt	82*[inhibitor]	nt	30

Pulled by structure from above (three):
SMILES	PHOSPHO1 inh	p-CIP stab down	NS3 helicase inh	VIM-2 inhibitor	IMP-1 inh	DNA FID counter	MEKK3 PB1 HTS	IDE act	SUMO HTRF inh
CC(=O)NC1C(=O)N=C(SCC(=O)NC2CCCCC2)NC1=O (stereo unspecified)	46	-8	-3	0.0	-1.4	-1	83	-2	7
CC1=CC(=C(C#N)C#N)C=C(C)N1Cc1ccc(Cl)cc1	5	7	-7	-4.1	-3.5	-2	99	-3	7
O=C(Nc1ccccc1C(=O)NCC1CCCO1)c1ccco1 (stereo unspecified)	12	-22	0	0.0	-4.5	-6	101	1	14

Other results:
SMILES	PHOSPHO1 inh	p-CIP stab down	NS3 helicase inh	VIM-2 inhibitor	IMP-1 inh	DNA FID counter	MEKK3 PB1 HTS	IDE act	SUMO HTRF inh
O=C1c2ccccc2C(=O)N1CCCCN(C(=O)c1ccco1)c1ccc(Cl)cc1	7	6	-7	-0.7	-1.9	-30	95	2	9
COc1ccc(C)cc1NC(=O)c1cccc(C(=O)Nc2cc(C)ccc2OC)n1	38	-4	8	-3.2	-2.6	-4	102	7	8
O=C(NC1CCCCC1)C(c1ccccc1)N1CCc2ccccc21 (stereo unspecified)	0	-7	-4	-2.6	-3.6	-30	96	8	-15
CN(CC(O)COc1ccc(OCC(O)CN(C)C2CCCCC2)cc1)C1CCCCC1 (stereo unspecified)	21	-2	-5	-1.8	-2.5	18	96	7	18
CCCc1cc2c(-c3ccccc3)cc(=O)oc2cc1OCc1ccc(C(=O)O)o1	32	-8	8	-0.6	-2.3	-11	105	8	29
O=C(NC1CCCC1)c1ccc(Br)c(S(=O)(=O)N2CCCCC2)c1	51	3	12	-4.8	-1.0	-16	104	3	2
CC(Oc1ccc2ccc(=O)oc2c1)C(=O)NC1CCN(Cc2ccccc2)CC1 (stereo unspecified)	32	-7	0	-1.5	-5.0	12	102	5	9
CCc1cccc(C)c1NC(=S)NCc1ccc2c(c1)cc(C)n2C	-6	-4	-34	-2.1	-2.6	-14	84	6	19
COc1cc([N+](=O)[O-])ccc1-c1ccc(/C=N/NC(=O)c2ccccc2O)o1	8	-2	2	-3.6	-4.1	1	105	nt	38
COc1ccc(CNC(=O)C2CCC(=O)N(CCCN3CCCC3=O)C2)cc1 (stereo unspecified)	4	-8	0	-3.2	-2.6	-9	106	-2	-5
CCCCn1nc(C(=O)Nc2ccc(S(=O)(=O)Nc3ncccn3)cc2)c2ccccc2c1=O	48	6	6	-2.9	-3.7	0	99	-1	9
O=C(NCc1ccccc1Cl)NC(=O)c1ccccc1	38	4	18	-2.9	-1.0	-5	115	6	6
O=C(O)CCCCCNC(=O)/C(=C\c1ccco1)NC(=O)c1ccco1	-11	2	4	-1.2	-3.2	-2	103	3	17
Cc1c(/C=C/C(=O)c2ccccc2O)cnn1C	0	-6	7	1.2	0.1	-1	95	-4	4
O=S(=O)(Nc1nc2ccccc2s1)c1cnc(Cl)c(Br)c1	34	0	10	-1.0	-2.5	-8	97	-1	8
C[C@H]1CN=C(Nc2ccccc2)N1CCC1CCCCC1	4	-7	4	-1.0	-2.9	4	98	-2	-4
CCC(Sc1nc2cc(OC)c(OC)cc2c(=O)n1Cc1ccco1)C(=O)NCCOC (stereo unspecified)	-1	-2	11	-2.2	-2.0	-28	105	4	6
CN(C)CCCn1c(N)c(S(=O)(=O)c2ccccc2)c2nc3ccccc3nc21	37	7	-7	0.7	-1.1	17	95	nt	22
CCOC(=O)C1CCCN(Cc2ccc(OC)cc2OC)C1 (stereo unspecified)	6	9	0	0.8	-0.1	0	80	3	-12
Cc1cccc(N2C(=O)SC(N(C)c3ccccc3)C2=O)c1 (stereo unspecified)	-23	-9	2	-0.6	-3.2	3	106	-3	19
O=C(Nc1ccccc1)Nc1ccc2snnc2c1	-18	-8	5	-1.3	-3.2	8	95	2	19
CCc1c(C)sc(NC(=O)c2cccs2)c1C(N)=O	31	-10	-5	-4.4	2.7	2	100	0	15
c1ccc(CN2CCN(Cc3nnc(-c4ccccc4)o3)CC2)cc1	42	8	-1	-0.6	-1.2	0	99	5	4
CCn1c(CCc2ccccc2)nc2ccccc21	46	4	-5	-2.3	-4.9	0	104	2	-4
Cc1ccc(S(=O)(=O)Nc2ccccc2)cc1C(=O)N1CCCC1	-27	8	-1	-1.1	1.4	-13	98	3	12
SMILES	PHOSPHO1 inh	p-CIP stab down	NS3 helicase inh	VIM-2 inhibitor	IMP-1 inh	DNA FID counter	MEKK3 PB1 HTS	IDE act	SUMO HTRF inh
CCN(CC)c1ccc(/C=c2/sc3nnc(-c4ccccc4C)n3c2=O)cc1	23	-60	4	-0.3	-0.9	-8	101	-4	-11
CCN1CCc2c(C#N)c(N3CCCCC3)nc(N3CCOCC3)c2C1	12	-7	-4	2.0	-0.3	12	106	10	0
Cc1cccc(CN2CCSCC2)c1	nt	-13	2	-1.9	-1.0	5	101	8	5
C=CCc1cccc(OC)c1OCCOCCn1ccnc1	-3	4	-9	-0.6	-3.5	4	111	3	12
COc1cccc2[nH]c(C(=O)NC(C)c3ccccc3)cc12 (stereo unspecified)	19	6	-1	-2.2	-2.7	-11	105	2	23
COc1ccc(NC(=O)Nc2ccccc2C(N)=O)cc1	15	1	11	-2.9	-2.2	-4	104	4	0
Cc1ccccc1C(=O)OC1CCN(C)CC1	nt	-2	3	-3.2	-1.1	-4	102	6	-3
CCCCC(=O)N(c1ccc(C(=O)O)cc1)c1nc(-c2ccc(Cl)cc2)c(CC)s1	-148	0	1	-3.5	-3.0	-1	3.0*[inhibitor]	-2	16
COc1ccc(CCNC(=O)c2cn(C)c3ccc(S(=O)(=O)N4CCOCC4)cc3c2=O)cc1OC	2	-2	-6	-4.4	-3.5	-25	95	-5	-2
